PMI inhibitors: inhibitors of human PMI, primary screen, biochemical, fluorescence intensity, coupled assay (AID 1209). purified PMI enzyme, coupled fluorescence intensity; higher % means a stronger effect. 0.42% of 190,000 active. inhibition, % at 20 µM; hits with a dose series show IC50 in µM;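 note: plate controls were DMSO vehicle for no effect and wells lacking substrate for full effect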
M17LAP inhibition: P. falciparum M17LAP inhibitors, primary screen, biochemical, fluorogenic H-Leu-NHMec substrate, 1536-well (AID 1619); recombinant M17LAP, H-Leu-NHMec fluorogenic kinetic assay; higher % means a stronger effect; one-dose inhibition, % at 30 µM; IC50 in µM for titrated hits; 0.38% of 220,000 active;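 active = compound inhibiting the enzyme by more than half at any dose during confirmatory dose-response retesting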;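 note: plate controls were full reaction with DMSO carrier for no effect and no enzyme background for full effect; strong numbers were not always called active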
P. falciparum M1AAP: P. falciparum M1AAP inhibitors, biochemical, fluorogenic H-Leu-NHMec substrate, 1536-well (AID 1445); recombinant M1AAP, H-Leu-NHMec fluorogenic kinetic assay; higher % means a stronger effect; one-dose inhibition, % at 30 µM; IC50 in µM for titrated hits; 0.42% of 220,000 active;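 active = primary inhibition above the hit cutoff, then over 50% inhibition at one or more dose response concentrations, cut at about 23% in these data, passing the limit was not always enough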;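 note: plate controls were DMSO full reaction for no effect and no enzyme background for full effect; strong numbers were not always called active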
LYP phosphatase: inhibitors of LYP phosphatase, biochemical, fluorescence intensity, uHTS (AID 1779) | recombinant LYP phosphatase, fluorescence intensity; higher % means a stronger effect | one-dose inhibition, % at 11.5 µM; IC50 in µM for titrated hits | 0.054% of 290,000 active;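 note: plate controls were vehicle with enzyme for no effect and no enzyme for full effect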
SIAH1 antagonists: Siah-1 peptide-binding antagonists, primary screen, biochemical, fluorescence polarization, rhodamine-plectin, uHTS (AID 1817); Siah-1 / rhodamine-plectin peptide fluorescence polarization; higher % means a stronger effect; displacement, % at 20 µM, or IC50 in µM where a hit was titrated; 0.02% of 290,000 active;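 active = displacement of at least 50% at 20 µM, with a fluorescence ratio check between 0.3 and a set limit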;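 note: plate controls were Siah plus tracer with DMSO for no effect and tracer alone without Siah for full effect; strong numbers were not always called active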
AID2073: inhibitors of Mint1-CaV2.2 protein interaction, biochemical, HTRF (AID 2073) | inhibition, % at 20 µM, or IC50 in µM where a hit was titrated | 0.19% of 290,000 active | HTRF protein-protein interaction, Mint1-CaV2.2; higher % means a stronger effect; in the data active = inhibition mostly above about 51%, no sharp cut-off; note: some results filed as inactive read as strong as hits
human PMI inhibitors: human PMI inhibitors, high substrate, primary screen, biochemical, fluorescence intensity, high mannose 6-phosphate (AID 1220); recombinant PMI enzyme, coupled fluorescence intensity; higher % means a stronger effect; one-dose inhibition, % at 20 µM; IC50 in µM for titrated hits; 0.66% of 190,000 active
XIAP antagonists: small molecules displacing peptide from XIAP – biochemical, IAP family, fluorescence polarization (AID 1018); XIAP BIR domain, fluorescence polarization peptide displacement; higher % means a stronger effect; displacement, % at 20 µM; hits with a dose series show IC50 in µM; 0.007% of 200,000 active; in the data active = displacement above about 50%; note: a part of the inactive calls stands beside numbers as strong as those of hits
Dynein cargo inh: dynein cargo transport inhibition; 3617.4 mouse cells, GR-EGFP nuclear translocation imaging; test concentration mostly 20 µM; stimulated with dexamethasone, 1 µM; active compounds read low; z-score, hits read low; 0.47% of 220,000 active; AID 1381;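 active = plate z-score of nuclear minus cytoplasmic receptor signal below a set negative limit, without overly bright fluorescence or cell loss, cut at about -3.5 in these data, passing the limit was not always enough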;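 note: z-score of nuclear minus cytoplasmic ring GR-EGFP intensity difference per well; some compounds called inactive have numbers as strong as hits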
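Schedule: 48 h induction, then 1 h compound, then 30 min agonist, 37 °C. Buffer or medium: tetracycline-free induction medium containing charcoal-stripped FBS. Reagent: 1.0 µM final dexamethasone stimulus. Evaluation: nuclear versus cytoplasmic GR-EGFP signal, averaged per well. Signal: high-content fluorescence imaging after fixation.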
Dynein cargo inh cytoplasmic EGFP: also measured in Dynein cargo inh; calls as there; z-score; measured here: cytoplasmic GR-EGFP intensity; active compounds read high
Dynein cargo inh nuclear GR-EGFP: further read-out of Dynein cargo inh, marked with its call; z-score; measured here: nuclear GR-EGFP intensity;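 lower value marks the stronger effect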
Dynein cargo inh cell count: second read-out of Dynein cargo inh, no call of its own (marks repeat the call); z-score; measured here: cell count per field
* hit, by the source's call; i = inactive; x = no result given. Cut-off read from the data, not from the text of the source, unless noted: active = inhibition above about 50%; inactive = the rest.

PMI inhibitors | M17LAP inhibition | P. falciparum M1AAP | LYP phosphatase | SIAH1 antagonists | AID2073 | human PMI inhibitors | XIAP antagonists | Dynein cargo inh | Dynein cargo inh cytoplasmic EGFP | Dynein cargo inh nuclear GR-EGFP | Dynein cargo inh cell count | Molecule
-8% | 15% | 2% | -6% | -1% | 6% | -11% | -0.6% | -0.062 | -0.22 | -0.57 | 0.49 | CC(Sc1nnc2c(n1)C1(C)CCC2C1(C)C)C(=O)Nc1ccccc1 (stereo unspecified)
-15% | 1% | -1% | -7% | -2% | -3% | 0% | -8.9% | -0.084 | -0.19 | -0.13 | -0.27 | Cc1csc(Nc2cccc3ccccc23)n1
0% | 6% | 3% | 3% | 8% | 3% | 5% | -2.2% | 0.63 | -0.067 | 0.28 | -0.25 | Cc1cc(C(C)(C)C)oc1C(=O)NCCCNC(=O)c1oc(C(C)(C)C)cc1C
-7% | -2% | 3% | -2% | -4% | -4% | 2% | -5.7% | -0.23 | -0.19 | -0.11 | -0.021 | CCN1CCN(C(=O)Cn2ncc3c2-c2ccccc2OC3)CC1
8% | -11% | 0% | 3% | 2% | 29% | 8% | 0.2% | -0.77 | -0.27 | 0.3 | 0.51 | Cc1ccc(-c2nc3cccnc3s2)cc1NS(=O)(=O)c1ccc2c(c1)CCCC2
3% | 7% | 0% | 1% | 22% | 34% | 4% | -5.0% | -0.59 | -0.28 | 0.025 | 0.28 | O=C(COC(=O)c1ccc(S(=O)(=O)N2CCCCC2)cc1)NCc1ccco1
3% | 0% | 0% | -7% | 7% | -4% | 6% | -6.5% | -0.22 | -0.33 | 0.21 | 0.15 | CCOc1ccc(NC(=O)C(C)NS(=O)(=O)c2ccc(NC(C)=O)cc2)cc1 (stereo unspecified)
-4% | 15% | -3% | -7% | 2% | -5% | -5% | -4.6% | -0.5 | -0.49 | -0.14 | 0.96 | Cc1cc(=O)[nH]c(SCC(=O)Nc2ccc(Cl)cn2)n1

Whole records as entered above:
Cc1csc(Nc2cccc3ccccc23)n1 across the screens: PMI inhibitors: -15%; M17LAP inhibition: 1%; P. falciparum M1AAP: -1%; LYP phosphatase: -7%; SIAH1 antagonists: -2%; AID2073: -3%; human PMI inhibitors: 0%; XIAP antagonists: -8.9%; Dynein cargo inh: -0.084; Dynein cargo inh cytoplasmic EGFP: -0.19; Dynein cargo inh nuclear GR-EGFP: -0.13; Dynein cargo inh cell count: -0.27
CC(Sc1nnc2c(n1)C1(C)CCC2C1(C)C)C(=O)Nc1ccccc1 (stereo unspecified) across the screens: PMI inhibitors: -8%; M17LAP inhibition: 15%; P. falciparum M1AAP: 2%; LYP phosphatase: -6%; SIAH1 antagonists: -1%; AID2073: 6%; human PMI inhibitors: -11%; XIAP antagonists: -0.6%; Dynein cargo inh: -0.062; Dynein cargo inh cytoplasmic EGFP: -0.22; Dynein cargo inh nuclear GR-EGFP: -0.57; Dynein cargo inh cell count: 0.49

New compounds follow:
PMI inhibitors | M17LAP inhibition | P. falciparum M1AAP | LYP phosphatase | SIAH1 antagonists | AID2073 | human PMI inhibitors | XIAP antagonists | Dynein cargo inh | Dynein cargo inh cytoplasmic EGFP | Dynein cargo inh nuclear GR-EGFP | Dynein cargo inh cell count | Molecule
-1% | -1% | -1% | 1% | 4% | -5% | -3% | -4.2% | 0.028 | -0.32 | 0.15 | 0.17 | O=C(NN1CCCCC1)c1cnn2c(C(F)F)cc(-c3ccccc3)nc12
-7% | 22% | 1% | -3% | 8% | 13% | -11% | -3.9% | -0.54 | 1.2 | 0.48 | -0.16 | CCc1ccc(S(=O)(=O)c2n[nH]n3c2nc(=O)c2ccccc23)cc1
-1% | 8% | 3% | -12% | 2% | 6% | 4% | -9.0% | 0.69 | 0.028 | 0.52 | -1.3 | CC(=O)N(/N=C1\Sc2ccccc2C1=O)c1ccccc1C
-6% | 5% | 10% | -4% | -3% | -13% | -13% | -7.6% | -0.47 | -0.2 | 0.31 | 1.5 | CSc1ccccc1NC(=S)Nc1cccc(C(F)(F)F)c1
x | 27% | 10% | 2% | i | 48% | x | x | -0.35 | -0.22 | -0.26 | 0.11 | O=C1CCCC(O)=C1N=Nc1ccc(C(=O)O)cc1
14% | -2% | 3% | -5% | 2% | -6% | 16% | -7.3% | -0.19 | -0.23 | -0.035 | 0.79 | CNC(=O)c1nnc(Cc2ccc(F)cc2)o1
3% | -5% | 12% | -4% | 0% | 5% | 11% | -4.9% | 0.043 | -0.2 | -0.11 | 0.37 | Cc1nnc(SCc2ccc(C(=O)Nc3cc(Cl)ccc3C)cc2)s1
0% | -122% | 7% | 2% | 0% | 41% | -4% | -2.5% | 0.043 | 0.041 | -0.056 | 1 | COc1ccccc1Oc1coc2c(CN(C)C)c(O)ccc2c1=O

The list goes on; it opens with the three that closed the last part.
PMI inhibitors | M17LAP inhibition | P. falciparum M1AAP | LYP phosphatase | SIAH1 antagonists | AID2073 | human PMI inhibitors | XIAP antagonists | Dynein cargo inh | Dynein cargo inh cytoplasmic EGFP | Dynein cargo inh nuclear GR-EGFP | Dynein cargo inh cell count | Molecule
14% | -2% | 3% | -5% | 2% | -6% | 16% | -7.3% | -0.19 | -0.23 | -0.035 | 0.79 | CNC(=O)c1nnc(Cc2ccc(F)cc2)o1
3% | -5% | 12% | -4% | 0% | 5% | 11% | -4.9% | 0.043 | -0.2 | -0.11 | 0.37 | Cc1nnc(SCc2ccc(C(=O)Nc3cc(Cl)ccc3C)cc2)s1
0% | -122% | 7% | 2% | 0% | 41% | -4% | -2.5% | 0.043 | 0.041 | -0.056 | 1 | COc1ccccc1Oc1coc2c(CN(C)C)c(O)ccc2c1=O
x | -5% | -2% | -6% | 0% | -7% | x | x | 0.84 | -0.25 | 0.47 | -0.25 | CCCCC(O)(CCCC)C(=O)NN(C(=O)OC)c1ccc(C)cc1
3% | 13% | 6% | -2% | 11% | -8% | 6% | -3.5% | -0.29 | -0.25 | 0.16 | 0.7 | COc1cc(S(=O)(=O)NCC2CCCO2)c(OC)cc1Cl (stereo unspecified)
x | -4% | 2% | -2% | -1% | -8% | x | x | -0.26 | -0.27 | -0.53 | 0.51 | COC(=O)[C@H](CCSC)NC(=O)Nc1ccc(S(N)(=O)=O)cc1
-16% | 0% | 5% | 2% | 5% | 0% | -14% | 5.4% | 0.26 | -0.27 | 0.14 | 0.71 | CCC(C)(C)n1nnnc1C(c1cc(OC)ccc1OC)N1CCC(C(N)=O)CC1 (stereo unspecified)
-1% | 0% | 33% | -1% | 4% | 5% | -4% | -1.9% | -0.12 | -0.22 | 0.15 | 0.64 | Cc1csc(NC(=O)c2nc(-c3ccccc3)n(-c3ccccc3)n2)n1
-2% | -4% | 0% | -2% | 4% | -6% | 0% | -0.1% | 1 | -0.11 | 0.71 | -0.81 | COc1ccc(NC(=S)NC2CCN(Cc3ccccc3)CC2)cc1OC
3% | -12% | 0% | 0% | -2% | 18% | 3% | -8.9% | 2.4 | -0.2 | 0.29 | -0.42 | O=c1cc(CN2CCOCC2)nc(C2CC2)[nH]1
8% | 1% | 1% | 0% | 7% | -3% | 12% | 0.8% | -0.18 | -0.15 | -0.093 | -0.085 | CCCn1[nH]cc(SC)c(=O)c1=O
-3% | -2% | 2% | -4% | 0% | 3% | -9% | -3.1% | -0.28 | 0.16 | -0.32 | -0.36 | O=C(Nc1ccc2nc(-c3cccnc3)[nH]c2c1)C12CC3CC(CC(C3)C1)C2
x | 2% | 6% | -9% | 3% | -8% | x | x | -1.1 | -0.27 | -0.63 | 1.2 | CN(C)c1cc(-c2ccc(Br)cc2)oc(=O)c1Cl
17% | 7% | 4% | 1% | 0% | -9% | 20% | -1.2% | 0.47 | -0.18 | 0.28 | -0.041 | c1ccc(Nc2nc(-c3ccccn3)cs2)cc1
-5% | 8% | 0% | -2% | 3% | 19% | -6% | -6.1% | -0.76 | 0.02 | -0.26 | 0.94 | COc1ccc(-n2cc(C(=O)O)c3ccccc3c2=O)cc1
-3% | 1% | 5% | -24% | -1% | 28% | 8% | -4.7% | -0.031 | -0.27 | 0.11 | 0.32 | O=C(c1cc2c(s1)-c1ccccc1OC2)N1CCN(c2ccccn2)CC1
15% | -10% | 7% | 1% | 3% | -10% | 9% | 2.8% | 0.076 | -0.21 | 0.55 | 0.1 | O=C(CCS(=O)(=O)c1cccc2nonc12)NCCc1ccccc1
12% | 6% | -3% | -11% | -4% | 7% | 7% | -3.8% | -0.95 | -0.087 | -0.47 | 0.55 | O=C1CN(C(=O)c2ccccc2F)c2ccccc2N1
1% | -1% | -6% | -3% | 0% | 7% | 7% | -8.7% | 0.74 | -0.23 | 0.15 | -1 | Cc1cc(NCc2ccccc2)nc2ccccc12
-4% | -4% | 2% | -1% | -2% | -6% | -8% | -0.3% | -0.59 | -0.19 | -0.19 | 1.2 | Cc1c(C#N)c(NC(=O)C(C)C)n(Cc2ccccc2)c1C
11% | 4% | 0% | 2% | 6% | 6% | 5% | -5.1% | -0.67 | 0.27 | -0.081 | 0.23 | COC(=O)c1ccc(Oc2nc(Nc3ccc(C)c(C)c3)nc(N(C)C)n2)cc1
2% | -2% | 4% | -2% | 6% | 0% | -2% | -2.1% | -0.27 | -0.13 | 0.082 | -1.2 | COCCCNC(=O)CN(CCc1ccccc1)S(=O)(=O)c1ccc(OC)cc1
5% | 3% | -4% | -8% | 1% | -2% | 2% | -0.2% | 1.3 | -0.24 | 0.53 | -0.98 | COCc1nnc(SCC(=O)NCc2ccccc2)n1-c1ccccc1
-5% | 12% | 10% | -1% | -1% | 1% | -1% | -5.1% | -1.1 | -0.32 | -0.71 | 0.88 | NS(=O)(=O)c1ccc(CCNC(=O)CN2CCCCCC2)cc1
0% | -25% | 7% | -7% | -2% | -2% | 4% | -7.0% | -1.2 | -0.19 | -0.84 | 0.64 | N=C(N)SCc1ccc(Cl)cc1Cl
-14% | -5% | 3% | -2% | 4% | 27% | 0% | -3.2% | 0.15 | -0.15 | 0.4 | -0.46 | Cc1ccc(-c2nc(CSCC(=O)NCc3cccnc3)c(C)o2)cc1
11% | -6% | -6% | -2% | 2% | 1% | 6% | -3.8% | 2.1 | -0.12 | 1.8 | -1.9 | O=C(C1=C[C@H](c2ccc3c(c2)OCO3)C[C@H](OCc2ccc(CO)cc2)O1)N1CCCCCCC1
-2% | 17% | 4% | 0% | 14% | -5% | 0% | -3.8% | -0.97 | -0.29 | -0.68 | 0.56 | CCN(CCCNC(=O)C1c2ccccc2C(=O)N(CCOC)C1c1ccc(F)cc1)Cc1ccccc1 (stereo unspecified)
-18% | 2% | 3% | -17% | 12% | 27% | -17% | -0.5% | 3 | 0.14 | 1.9 | -1.7 | CCOc1ccc(-c2ccc(SCC(=O)Nc3nnc(C)s3)nn2)cc1

Compound activity (PubChem BioAssay)

An unsorted share of the library; 2.1% or so of the library scored in one or more.
